Compound activity (PubChem)
TLR9-MyD88 block: blocks human TLR9 binding to MyD88 | Q9NR96+Q99836 | CHO BLA complementation TLR9-MyD88, CCF4 FRET ratio | inhibition, % at 4.98 µM | actives 0.21% (n = 340,000) | AID 504734;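 active = inhibition above the mean over all tested compounds plus 3 SD, cut at about 21% in these data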;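 also: 0% = DMSO only wells and 100% = clavulanate BLA inhibitor control wells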
Target sequence (Q99836 whole entry, looked up): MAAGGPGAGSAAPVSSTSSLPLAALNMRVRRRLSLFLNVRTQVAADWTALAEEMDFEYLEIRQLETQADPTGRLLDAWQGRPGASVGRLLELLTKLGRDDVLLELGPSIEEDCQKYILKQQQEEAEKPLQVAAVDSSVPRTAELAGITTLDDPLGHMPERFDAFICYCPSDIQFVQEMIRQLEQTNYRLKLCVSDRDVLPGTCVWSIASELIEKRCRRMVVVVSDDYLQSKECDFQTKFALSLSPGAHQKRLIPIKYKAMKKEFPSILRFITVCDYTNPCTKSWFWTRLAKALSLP
Target sequence (Q9NR96 whole entry, looked up): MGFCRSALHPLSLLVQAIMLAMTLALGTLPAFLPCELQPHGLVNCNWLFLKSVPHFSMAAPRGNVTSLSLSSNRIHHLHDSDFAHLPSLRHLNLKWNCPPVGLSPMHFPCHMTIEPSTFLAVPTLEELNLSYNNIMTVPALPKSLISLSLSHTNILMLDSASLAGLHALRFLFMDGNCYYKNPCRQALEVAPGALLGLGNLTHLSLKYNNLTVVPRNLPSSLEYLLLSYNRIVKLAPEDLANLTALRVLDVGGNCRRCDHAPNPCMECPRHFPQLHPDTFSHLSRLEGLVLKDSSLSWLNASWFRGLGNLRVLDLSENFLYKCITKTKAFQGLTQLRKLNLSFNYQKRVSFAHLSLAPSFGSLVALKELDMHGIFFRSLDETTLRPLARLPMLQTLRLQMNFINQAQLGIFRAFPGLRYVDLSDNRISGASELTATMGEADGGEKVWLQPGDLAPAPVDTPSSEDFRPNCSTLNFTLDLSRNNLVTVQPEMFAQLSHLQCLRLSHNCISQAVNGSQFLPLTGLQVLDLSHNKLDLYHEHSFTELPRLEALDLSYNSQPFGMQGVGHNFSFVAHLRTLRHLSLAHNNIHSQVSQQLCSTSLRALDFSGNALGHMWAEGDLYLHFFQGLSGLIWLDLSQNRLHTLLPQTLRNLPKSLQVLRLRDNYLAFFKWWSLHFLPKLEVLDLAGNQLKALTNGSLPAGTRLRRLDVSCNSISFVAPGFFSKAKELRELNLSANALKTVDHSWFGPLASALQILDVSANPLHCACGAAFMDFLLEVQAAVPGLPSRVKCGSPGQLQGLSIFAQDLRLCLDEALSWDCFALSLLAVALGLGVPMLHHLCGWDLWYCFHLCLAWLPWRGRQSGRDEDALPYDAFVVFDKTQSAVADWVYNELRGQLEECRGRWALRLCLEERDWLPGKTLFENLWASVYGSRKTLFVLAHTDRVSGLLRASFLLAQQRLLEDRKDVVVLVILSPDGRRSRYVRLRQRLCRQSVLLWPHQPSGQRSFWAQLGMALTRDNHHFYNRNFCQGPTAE
ABCB6 inh MLPCN: blocks the human ABCB6 transporter; K562-ABCB6 porphyrin accumulation, flow cytometry, 1 h; active compounds read low; fluorescence ratio to DMSO, % at 10 µM; actives 0.19% (n = 360,000); AID 602162;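 active = fluorescence ratio to DMSO below 75%, the collection mean minus 3 SD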;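 also: signal is porphyrin accumulated inside mitochondria; 100% equals median channel fluorescence of DMSO control wells; lower ratio means ABCB6 inhibition with less porphyrin fluorescence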
MC4R barr agon: human MC4R agonism via beta-arrestin | U2OS MC4R beta-arrestin complementation, luminescence; percent of melanotan II response, DMSO zero | activation, % at 8.9 µM | actives 0.98% (n = 360,000) | P32245;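 active = activation above a per-plate cutoff, the mean activation of sample wells on that plate plus 3 SD, cut at about 8% in these data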
N-glyco inh: N-linked glycosylation inhibition; actives 0.23% (n = 360,000); AID 588692; reporter increase, % at 12.5 µM; D54 ERlucT glycosylation luciferase reporter, 24 h; percent of 100 nM tunicamycin response;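 active = mean luciferase reporter signal, scaled so untreated is 0 and the glycosylation-blocking control 100, at or above a set limit in every replicate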;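 also: luciferase carries N-glycosylation sites so blocking glycosylation raises the light; 0% = median of neutral control wells and 100% = median of 100 nM tunicamycin wells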
SRC2 inh: human SRC2 (NCOA2) inhibition; actives 0.17% (n = 370,000); inhibition, % at 9 µM; Q15596; HEK293 GAL4-SRC2 luciferase reporter, luminescence;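 active = inhibition above the mean inhibition of all tested compounds plus 3 SD, set per campaign, cut at about 52% in these data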;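 also: 0% = DMSO treated cells and 100% = cells given Gossypol at 36 µM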
ABHD5 PLIN5 PPI: ABHD5-PLIN5 protein interaction inhibition. Q00G26+Q8WTS1. inhibition, % at 4 µM. actives 0.78% (n = 360,000). Split G. princeps luciferase complementation, luminescence, 4 h;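 active = inhibition above the mean inhibition across every tested compound plus 3 SD, cut at about 22% in these data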;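 also: 0% = DMSO only wells and the 100% control is not disclosed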
m5-HT2A agonist: mouse HTR2A agonism via beta-arrestin recruitment. CHO-K1 mHTR2A beta-arrestin complementation, luminescence; percent of 30 µM serotonin response. AID 624169. activation, % at 7.6 µM. P35363. actives 0.66% (n = 360,000);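 active = activation above a run cutoff, the mean activation of all tested compounds plus 3 SD, cut at about 14% in these data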;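 also: 0% = plate median of compound wells and 100% = 30 µM serotonin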
NOD2-RIPK2 inh: NOD2-RIPK2 protein interaction inhibition | O43353 | CHO BLA complementation NOD2-RIPK2, CCF4 ratio | inhibition, % at 4.98 µM | actives 0.38% (n = 360,000) | AID 624267; in the data active = inhibition above about 21%;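 also: 0% = vehicle only and 100% = reference blocker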
Cardio protect: modulators protecting cardiomyocytes from myocardial damage; H9c2 cardiomyocytes, H2O2 injury protection, ATPLite, 2 h; protection from H2O2 cell death, % at 20 µM; actives 0.63% (n = 360,000); AID 588492;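 active = compounds giving at least 50% protection of heart cells from peroxide-induced death in the single-dose screen, raw or plate-pattern-corrected value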;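 also: 0% = DMSO wells with peroxide and 100% = DMSO wells without peroxide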
MC4R antag cAMP: human MC4R antagonism in cAMP assay. P32245. MC4R-expressing cells, MTII-stimulated cAMP, LANCE TR-FRET. inhibition, % at 6.5 µM. actives 0.48% (n = 360,000). AID 540295;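 active = inhibition above its plate's cutoff, the mean of tested wells on that plate plus 3 SD, cut at about 29% in these data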;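 also: 0% = Melanotan II alone and 100% = Melanotan II plus saturating MCL0020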
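Material – human MC4R-expressing U2OS cells · Repeats – no replicates · Detection – TR-FRET with Eu-cAMP and labeled anti-cAMP, 671 nm · Times – compound 30 min, challenge 1 h, detection 1 h · Compound – single nominal compound dose of 6.5 µM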
The depositor's hits bear a star; nt = no result given. Not all compounds are listed. The share of hits here may be higher or lower than overall.

SMILES	TLR9-MyD88 block	ABCB6 inh MLPCN	MC4R barr agon	N-glyco inh	SRC2 inh	ABHD5 PLIN5 PPI	m5-HT2A agonist	NOD2-RIPK2 inh	Cardio protect	MC4R antag cAMP
O=C(Nc1nc2ccc(Cl)cc2s1)C1CCCO1 (stereo not given)	2	119	1.7	-4	-45	0	-6	2	-4	9
COc1cc(C(=O)N2CCN(c3cccc(C(F)(F)F)c3)CC2)ccc1OCC(=O)N1CCOCC1	4	95	-1.4	1	-16	-1	-13	-10	-1	0
CCCOC(=O)Nc1c(C)cccc1C(C)C	1	87	-2.2	1	-3	3	0	-2	2	-2
O=C(Nc1ccc(F)cc1F)c1noc2c1CCC2	8	89	-0.7	-1	nt	1	1	-10	-6	12
O=C(Cc1ccc(Cl)cc1Cl)Nc1ccncc1	-8	89	-2.1	-2	18	-2	-4	-8	-17	11
CC(NC(=O)C1CCCC1)C1CC2CCC1C2 (stereo not given)	-8	105	4.4	0	-1	1	1	2	-4	-2
CC(C)C(NC(=O)c1ccc2c(c1)OCO2)C(=O)N/N=C/c1cccs1 (stereo not given)	-13	105	2.6	-1	-7	5	2	2	1	15
CC(=O)N(Cc1ccccn1)Cc1ccco1	-2	92	-0.3	1	-20	2	1	1	-1	4
O=C(Nc1ccc(Cl)c(Cl)c1)Nc1ccon1	0	98	-0.4	12	-11	11	-4	1	-14	-14
CCOC(=O)c1[nH]c2ccccc2c1NC(=O)C1CCCC1	8	99	-0.7	2	-11	-3	-1	-6	-1	8
O=[N+]([O-])c1ccc(N2CCCC2)cc1NC(c1ccccc1)c1ccccc1	0	97	2.1	2	4	-2	0	-2	-13	8
O=C(COC(=O)c1ccccc1NC(=O)c1ccco1)Nc1ncc(Cl)cc1Cl	8	111	0.1	0	4	11	-1	0	-2	4
O=C(CCCCCNC(=O)N1CCn2c1nc1ccccc12)NCc1ccccc1	-7	89	-2.3	1	-44	-1	7	-3	8	11
CCC(=O)Nc1ccc(SC#N)cc1C	-1	102	-1.5	2	12	-66	6	2	0	-29
CC(Sc1nnnn1C1CC1)C(=O)N1CC(=O)Nc2ccccc21 (stereo not given)	0	95	-1.2	6	-9	0	-1	2	10	-1
CCN(CC)S(=O)(=O)c1ccc(-c2cc(C(=O)OC)sc2C(F)(F)F)cc1	nt	95	-2.4	3	-10	-2	1	-6	-5	-2
O=C(NCCCc1ccncc1)C1CCC(=O)N(Cc2cccc(F)c2)C1 (stereo not given)	-9	99	-1.1	2	-5	-2	-1	-7	0	5
COc1ccc(C(NC(=O)C(C)C)c2ccc3cccnc3c2O)cc1 (stereo not given)	11	85	0.2	-10	27	2	0	1	30	-1
O=C(NC1CC1)C1CCN(C2CCN(C(=O)CC3=CCCCC3)CC2)CC1	0	93	-0.6	3	8	-5	-2	1	3	7
COc1ccc(NC2CCCN(C(=O)c3cccc(C(F)(F)F)c3)C2)cc1OC (stereo not given)	0	94	-1.0	3	21	4	6	9	-4	8
COCC(=O)OC/C(O)=C(\C#N)c1nc2ccccc2[nH]1	6	98	-0.1	32*	-3	-3	0	1	-3	10
O=C(N/N=C/c1cccnc1)c1ccccc1Br	-8	100	-0.8	2	7	-6	-4	-2	-1	8
Cc1cccc(OCC(=O)OCC(=O)N2CCN(C(=O)c3ccco3)CC2)c1C	-1	100	-2.7	2	2	6	-9	4	6	1
COc1ccc(C2CC(C(F)(F)F)n3ncc(C(=O)NCc4cccnc4)c3N2)cc1OC (stereo not given)	-6	95	-0.5	3	5	1	1	-5	2	-1

Brought forward from above: 3 entries; new compounds follow.
SMILES	TLR9-MyD88 block	ABCB6 inh MLPCN	MC4R barr agon	N-glyco inh	SRC2 inh	ABHD5 PLIN5 PPI	m5-HT2A agonist	NOD2-RIPK2 inh	Cardio protect	MC4R antag cAMP
O=C(N/N=C/c1cccnc1)c1ccccc1Br	-8	100	-0.8	2	7	-6	-4	-2	-1	8
Cc1cccc(OCC(=O)OCC(=O)N2CCN(C(=O)c3ccco3)CC2)c1C	-1	100	-2.7	2	2	6	-9	4	6	1
COc1ccc(C2CC(C(F)(F)F)n3ncc(C(=O)NCc4cccnc4)c3N2)cc1OC (stereo not given)	-6	95	-0.5	3	5	1	1	-5	2	-1
COc1ccc(-c2n[nH]c(C)c2-c2cscn2)c(O)c1	-5	98	1.6	0	10	-6	-5	5	-7	0
COc1cccc(/C=N/NC(=O)c2ccc(=O)[nH]n2)c1O	-4	98	0.2	0	7	-1	-1	-5	5	6
OC1(c2cccc(C(F)(F)F)c2)CCN(CCN2CCCCC2)CC1	-6	101	-0.3	0	-29	5	-3	7	3	8
c1ccc(-c2ccc(-c3ccncn3)cc2)cc1	-4	99	1.7	-5	-49	-11	-2	-7	-9	-9
CCOc1ccc(NC(=O)CSc2nncc(=O)n2N)cc1	-10	97	0.9	1	-4	-7	-8	-6	6	-2
C/C(=N/NC(=O)CNC(=O)COc1cccc(C)c1)c1ccco1	13	104	-0.3	0	-1	2	-4	-5	1	0
COc1ccc(NC(=O)C2CCC(C(C)(C)C)CC2)cc1S(=O)(=O)N1CCOCC1 (stereo not given)	-6	94	2.2	-4	18	15	-4	6	11	10
CCOC(=O)c1ccc(NC(=O)Nc2ccc3c(c2)OCCO3)cc1	-7	97	2.3	-1	-12	-3	-1	4	-14	9
CCn1c(=NC(=O)c2ccc(S(=O)(=O)N3CCOCC3)cc2)sc2cccc(OC)c21	3	111	0.2	3	-10	1	4	-5	-22	15
CCn1c(Cn2nnc(-c3ccccc3)n2)nnc1SCC(=O)Nc1ccccc1	-4	90	0.7	-1	-11	3	-4	-7	-10	0
O=C(c1cccc(OCc2ccccc2)c1)N1CCOCC1	6	96	-3.3	1	nt	4	-7	0	-9	6
COc1ccc(CN2CCN(Cc3cccn3-c3ncccn3)CC2CCO)c(C)c1C (stereo not given)	-4	96	-1.3	1	3	2	0	-13	2	-5
CC(C)[C@H](NC(=O)CCn1nnc2ccccc2c1=O)C(=O)O	3	98	0.7	2	12	2	-2	-10	-1	-1
COc1ccc(CCn2nnnc2C(c2ccc(Cl)cc2)N2CCN(C)CC2)cc1OC (stereo not given)	-9	86	-0.4	2	9	-3	3	-7	5	0
COc1ccc(CCNc2ncnc3cc(OC)c(OC)cc23)cc1OC	-2	97	-1.2	-1	39	2	7	-13	-21	17
O=C(CCN1CCc2ccccc2C1)Nc1ccccc1F	-4	95	2.3	-1	0	0	3	-9	-7	6
CC(=O)Nc1ccc(Nc2nc(C)c([N+](=O)[O-])c(Nc3ccc(NC(C)=O)cc3)n2)cc1	-6	98	-2.5	1	4	2	4	-4	42	-2
Cc1ccc(NC(=S)NC(NC(=O)c2ccccc2C)C(Cl)(Cl)Cl)c(C)c1 (stereo not given)	4	99	2.8	-1	-27	-6	0	3	-12	18
Cc1ccc2c(CN3CCC(C(N)=O)CC3)cc(=O)oc2c1C	-3	102	-0.2	3	-12	6	2	-4	-2	6
O=C(N/N=C/C=C\c1ccco1)c1ccccn1	-8	99	-2.0	8	-70	17	0	-18	15	2
COc1ccc(NC(=O)c2scc(S(=O)(=O)C(C)C)c2N)cc1	2	98	0.0	-2	-41	8	-3	-8	-5	8
Cc1cccc(N2CCN(C3CCCCC3NS(=O)(=O)c3ccccc3)CC2C)c1 (stereo not given)	2	98	4.1	-6	nt	1	-5	-14	-12	13
COc1ccc(N2CCN(CC(=O)Nc3ccc(-n4cnnn4)cc3)CC2)cc1	2	104	-1.9	2	-15	-5	0	-7	4	1
Cc1ccc2c(c1)C(=NC1CCCCC1)c1cc3ccccc3nc1-2	17	102	1.9	-9	-62	-1	8	3	-12	23
OC(COc1ccc(CNCc2cccnc2)cc1)CN1CCc2ccccc2C1 (stereo not given)	-3	99	-2.0	-4	3	-3	1	-5	15	11
Cc1ccc(-c2nnc(NC(=O)CCS(=O)(=O)c3ccc(F)cc3)o2)c(C)c1	6	103	-0.8	-3	-20	-7	-4	1	20	0
CC(=O)c1ccc(NC(=O)Nc2ccncc2)cc1	-12	96	-2.2	1	-4	0	0	-7	-14	-5
COc1ccccc1CNC(=O)c1ccc(Br)o1	-1	99	0.5	-2	-12	8	-1	-8	3	1
N#Cc1cc2ccccc2nc1SCC(=O)Nc1ccccc1N1CCOCC1	-11	101	-2.9	0	3	-3	0	-5	3	0
CCCN1C(=O)/C(=C\C=C2/C=CN(CC)c3ccccc32)SC1=S	-7	96	-3.9	-12	-30	-1	-1	3	-20	1
O=S(=O)(Nc1ccc(Br)cc1)c1cccc2nonc12	-6	97	-2.3	3	-13	2	-4	-5	-6	-3
CC(=O)C1=C(O)C(=O)N(Cc2ccccc2)C1c1ccc([N+](=O)[O-])cc1 (stereo not given)	-7	100	-2.1	-1	7	-2	1	5	2	1
CCCCN(C(=O)c1cccc(N2C(=O)c3ccccc3C2=O)c1)c1c(N)n(CCCC)c(=O)[nH]c1=O	-3	101	2.6	0	-4	-4	-12	-3	-1	19
Cc1cc(=O)n(CC(=O)NC2CC2)c2c1c(C)nn2-c1ccccc1	4	103	0.0	-1	nt	0	-3	-6	5	5
COc1cc(C2/C(=C(/O)c3ccc(OCC(C)C)cc3)C(=O)C(=O)N2CCN(C)C)ccc1O (stereo not given)	-1	101	-1.4	5	14	5	2	-12	-4	0
CC(C)CC(=O)Nc1ccc2oc(-c3ccncc3)nc2c1	-2	101	0.7	-1	-32	2	4	-2	-10	10
NC(=O)Nc1ccc(C(=O)OCC(=O)Nc2sccc2C(N)=O)cc1	0	96	-3.9	1	-7	6	-2	-3	31	5
Cc1ccsc1C(=O)NCCc1c[nH]c2ccccc12	5	96	-1.4	1	-26	3	-6	0	-3	-8
NC(=O)c1ccccc1N/C=C/C(=O)c1ccc(Cl)cc1	7	94	-1.5	-5	-70	2	-3	-9	-28	-12
COc1ccccc1C(=O)NS(=O)(=O)c1ccc(C)cc1	1	101	-2.3	0	-5	-9	-3	-7	6	2
Cc1cc(C)cc(NC(=O)CN2CCCN(S(=O)(=O)c3ccc(Br)s3)CC2)c1	-12	101	0.8	-3	10	4	-5	-1	9	13
CCCCN1CCN=C1N(C)C	-3	97	-1.0	1	1	4	6	-9	8	4
Cc1cc(C)cc(NC(=O)CCC(=O)N2CCSc3ccccc32)c1	-16	102	0.0	1	-2	-7	4	-5	4	1

Some of these compounds in order of the N-glyco inh value, low to high.
compound,TLR9-MyD88 block,ABCB6 inh MLPCN,MC4R barr agon,N-glyco inh,SRC2 inh,ABHD5 PLIN5 PPI,m5-HT2A agonist,NOD2-RIPK2 inh,MC4R antag cAMP
NC(=O)c1ccccc1N/C=C/C(=O)c1ccc(Cl)cc1,7,94,-1.5,-5,-70,2,-3,-9,-12
Cc1cc(C)cc(NC(=O)CN2CCCN(S(=O)(=O)c3ccc(Br)s3)CC2)c1,-12,101,0.8,-3,10,4,-5,-1,13
Cc1ccsc1C(=O)NCCc1c[nH]c2ccccc12,5,96,-1.4,1,-26,3,-6,0,-8
